rTrxR1 inhibitor = qHTS Assay for Inhibitors of Mammalian Selenoprotein Thioredoxin Reductase 1 (TrxR1): qHTS | AID 588453, 2011 | Thioredoxin reductase 1, cytoplasmic (Rattus norvegicus), O89049 | Potency, µM (doses to about 114 µM), for inactives: top-dose activity change, negative = inhibition, actives largely listed as inhibitors | recombinant rTrxR1, NADPH fluorescence consumption, selenite substrate | 1% of 390,000 active; further: on the % scale 0 is the no-effect control and ±100 the full control effect; nearly all actives have a fitted effect of over 65% in size
Target sequence (O89049 whole entry, looked up): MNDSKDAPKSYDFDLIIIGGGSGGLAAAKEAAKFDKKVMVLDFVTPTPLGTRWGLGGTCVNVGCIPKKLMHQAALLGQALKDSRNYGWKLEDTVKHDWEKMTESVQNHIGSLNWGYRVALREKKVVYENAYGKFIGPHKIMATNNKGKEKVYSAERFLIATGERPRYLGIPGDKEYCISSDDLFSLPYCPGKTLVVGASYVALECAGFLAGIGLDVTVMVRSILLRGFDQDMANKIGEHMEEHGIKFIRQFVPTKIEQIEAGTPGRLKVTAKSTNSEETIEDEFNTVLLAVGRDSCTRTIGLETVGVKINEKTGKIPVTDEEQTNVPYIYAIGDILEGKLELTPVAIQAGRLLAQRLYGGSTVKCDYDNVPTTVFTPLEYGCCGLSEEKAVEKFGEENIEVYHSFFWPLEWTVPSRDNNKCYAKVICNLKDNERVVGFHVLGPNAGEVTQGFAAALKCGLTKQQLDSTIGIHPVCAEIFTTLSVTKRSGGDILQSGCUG
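Rat TrxR1 (90 nM in the dispensed reagent) was pre-reduced with 400 uM NADPH for 5 min at room temperature, then incubated with compound for 15 min. After 400 uM selenite was added, NADPH fluorescence (Ex 340/Em 450 nm) was followed for 8 min.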
PGK inhibitor = qHTS Assay to Find Inhibitors of Phosphoglycerate Kinase. Phosphoglycerate kinase, glycosomal (Trypanosoma brucei brucei), P07378. PGK/GAPDH coupled, Kinase-Glo luminescence, 60 min. Potency, µM (titrated, usually from 57.5 µM), for the others: at the top dose activity change, negative = inhibition, usual class: inhibitors. 0.043% of 380,000 active. AID 602233, 2012; further: on the % scale 0 is the no-effect control and ±100 the full control effect; nearly all actives have a fitted effect of over 60% in size
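Luminescent ATP detection (Kinase-Glo Plus) follows a 60-minute room-temperature incubation, with wells lacking PGK as controls. Buffer: 100 mM TEA (pH 7.6), 5 mM MgCl2, 0.01% Tween-20. Coupling enzyme GAPDH (100 nM final) supplies unstable 1,3-BPG in-well.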
HP1b chromo inh = HTS for Inhibitors of HP1-beta Chromodomain Interactions with Methylated Histone Tails; 0.56% of 390,000 active; Chromobox protein homolog 1 (Homo sapiens), P83916; Potency, µM (highest dose often 114 µM), inactives show at the top dose activity change, negative = inhibition, hits mostly inhibitors; AlphaScreen HP1-beta / biotin-H3K9me3 peptide binding; AID 540317, 2011; further: nearly all actives have a fitted effect of over 70% in size; inactives centre near 23
Target sequence (P83916 whole entry, looked up): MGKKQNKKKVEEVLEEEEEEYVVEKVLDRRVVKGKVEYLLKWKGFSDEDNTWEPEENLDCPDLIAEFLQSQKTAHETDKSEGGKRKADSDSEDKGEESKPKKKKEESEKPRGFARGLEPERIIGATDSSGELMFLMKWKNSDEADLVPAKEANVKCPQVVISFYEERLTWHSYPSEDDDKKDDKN
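AlphaScreen: HP1-beta (50 nM) preformed 30 min with biotin-H3(1-18)K9me3 peptide (50 nM) in PBS pH 7.4, 0.01% Tween-20. Compound added for 30 min at RT, then streptavidin donor/nickel chelate acceptor beads (10 ug/mL) for 30 min.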
ERG-DNA inh = qHTS for Small Molecule Inhibitors of the ERG Ets/DNA interaction; Transcriptional regulator ERG (Homo sapiens), P11308; 0.028% of 370,000 active; Potency, µM (highest dose often 76.9 µM), for inactives: top-dose FP activity, negative = inhibition, usual class: inhibitors; fluorescence polarization, His-ERG Ets domain / labelled DNA; AID 624246, 2012; active means well fitted inhibition curve with a large enough effect in the polarisation, with a control signal flat; inconclusive means small, poorly fitted or top-dose-only effect, or effect the other way, or a change in a side signal; inactive means no such curve, though single readings can be large or run the other way; the % refers to the polarisation;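 further: polarization taken with two DNA probes labelled with fluorescein and Texas red; % of control where 0% means no effect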
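His-tagged ERG Ets domain (1 uM in the protein solution; 300mM KCl, 50mM Tris-HCl, 1mM EDTA, 1mM DTT, pH 7.5) received compound, then a probe mix of 5 nM fluorescein-DNA and 100nM Texas-615-DNA. Fluorescence polarization was read for both dyes.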
Pin1 inhibitor = qHTS Assay to Find Inhibitors of Pin1; Peptidyl-prolyl cis-trans isomerase NIMA-interacting 1 (Homo sapiens), Q13526; Pin1 FP peptide displacement, HiFluor488, 10 min; Potency, µM (titrated, usually from 115 µM), for the others: at the top dose activity, negative = inhibition, hits mostly inhibitors; 0.009% of 390,000 active; active means well fitted inhibition curve with a large enough effect in the polarisation, with a control signal flat, not every such curve was filed as active; inconclusive means small, poorly fitted or top-dose-only effect, or effect the other way, or a change in a side signal; inactive means no such curve, though single readings can be large or run the other way; the % refers to the polarisation; further: on the % scale 0 is the no-effect control and ±100 the full control effect
Target sequence (Q13526 whole entry, looked up): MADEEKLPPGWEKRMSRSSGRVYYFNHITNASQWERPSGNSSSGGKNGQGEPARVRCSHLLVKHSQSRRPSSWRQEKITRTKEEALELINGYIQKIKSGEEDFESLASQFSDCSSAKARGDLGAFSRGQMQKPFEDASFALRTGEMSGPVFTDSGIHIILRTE
ALOX12 inh = Primary qHTS assay for inhibitors of human arachidonate 12S-lipoxygenase (ALOX12): Round 2; Potency, µM (doses to about 108 µM), without a hit: at the top dose activity change, negative = inhibition, actives largely listed as inhibitors; purified 12hLO, xylenol orange hydroperoxide absorbance; Polyunsaturated fatty acid lipoxygenase ALOX12 (Homo sapiens), P18054; 1.1% of 580,000 active; further: on the % scale 0 is the no-effect control and ±100 the full control effect
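Purified human 12hLO (150 nM final) in 25 mM Hepes, 0.01% Triton X-100, pH 7.0 was preincubated 15 min at room temperature with compound. Then 40 uM arachidonic acid was added, 30 min. Hydroperoxide was read by Fe-XO absorbance ratio 573/405 nm.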
GLS inhibitor = qHTS for Inhibitors of Glutaminase (GLS); Glutaminase kidney isoform, mitochondrial (Homo sapiens), O94925; GLS enzymatic activity, qHTS titration; Potency, µM (doses to about 45.5 µM), without a hit: top-dose activity change, negative = inhibition, most hits filed as inhibitors; 0.21% of 410,000 active; AID 624170, 2012; further: on the % scale 0 is the no-effect control and ±100 the full control effect
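Coupled fluorescence readout: glutamate oxidase/HRP/Amplex Red detect glutamate formed by hKGA from L-glutamine (1 mM solution added). Buffer 45 mM KH2PO4 pH 8.2, 0.02% Tween-20; reads at t0 and 30 min RT.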
RGS4 inh = Inhibitors of Regulator of G Protein Signaling (RGS) 4: qHTS. Regulator of G-protein signaling 4 (Homo sapiens), P49798. Transcreener GDP fluorescence polarization, RGS4-accelerated GTP hydrolysis. Potency, µM (top dose mostly 114 µM), without a hit: at the top dose activity change, negative = inhibition, most hits filed as inhibitors. 0.039% of 390,000 active; further: on the % scale 0 is the no-effect control and ±100 the full control effect; nearly all actives have a fitted effect of over 75% in size; some results filed as inactive show a strong effect at the top dose
Target sequence (P49798 whole entry, looked up): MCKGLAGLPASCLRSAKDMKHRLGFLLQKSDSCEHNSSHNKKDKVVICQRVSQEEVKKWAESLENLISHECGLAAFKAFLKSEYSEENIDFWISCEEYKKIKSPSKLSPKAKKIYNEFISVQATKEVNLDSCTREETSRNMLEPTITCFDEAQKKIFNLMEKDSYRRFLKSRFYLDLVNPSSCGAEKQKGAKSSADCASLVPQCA
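MLSMR compounds (23 nl, pin-transferred) preincubated 10 min at room temperature with a 500nM (2x) first reagent, then RGS4 at 900nM (2x) plus Transcreener GDP mix added; fluorescence polarization (620/688 nm) read before and after 90 min at 30 °C.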
JMJD2A Tudor = qHTS Assay for Inhibitors of JMJD2A-Tudor Domain; Potency, µM (titrated, usually from 114 µM), for the others: top-dose activity change, negative = inhibition, usual class: inhibitors; 4.4% of 390,000 active; AlphaScreen JMJD2A-Tudor / H3K4me3 peptide binding; further: on the % scale 0 is the no-effect control and ±100 the full control effect; nearly all actives have a fitted effect of over 50% in size
* marks the source's active call; other numbers are inactive results; i = inactive; ? = inconclusive; . = not tested or not shown; & = joins results of further samples; [ ] = remark or other dose. Unless noted, the call rests on the fitted dose curve; in most records, active means well fitted curve in the direction sought with a large enough effect; inconclusive means small, poorly fitted or top-dose-only effect, or another doubt; inactive means no such curve, though single readings can be large; an effect the other way counts as inactive or inconclusive. Potency means the concentration at half of the fitted maximal effect. Not all compounds are listed (hit frequency here may not be typical).

The line under a structure holds: rTrxR1 inhibitor | PGK inhibitor | HP1b chromo inh | ERG-DNA inh | Pin1 inhibitor | ALOX12 inh | GLS inhibitor | RGS4 inh | JMJD2A Tudor
Cc1ccc(SCCC(=O)NCC2CCCO2)cc1 (configuration not stated)
  2% | -4% | 54%[activator] | 10% | 3% | 77%[activator][57.4 µM] | 0% | -31% | 4%
CCC(=O)Nc1ccc(NC(=O)c2ccc3c(c2)OCO3)cc1
  -1% | -1% | 19% | 5% | 1% | 9% | 10% | -5% | -3%
COc1ccc(OC)c(S(=O)(=O)NCCS(=O)(=O)N2CCN(c3ccccc3)CC2)c1
  28% | 8%&-3% | 62%[activator] | -3%&-6% | 0%&-4% | -1%&0% | 14%&26% | -2%[56.9 µM] | -18%&-27%
COc1ccc(/C=N/n2c(C)nc3ccccc3c2=O)cc1
  17% | i | -1% | -1% | -4% | -22% | 23% | -3% | -7%
Cc1cc(C)nc(NC(=O)CSc2nn(C)c(=S)s2)n1
  1% | -10% | 70%[activator] | 2% | -5% | -20%[57.4 µM] | -2% | -29% | -6%
COc1ccc(N2CCN(C(=O)CCCC(=O)c3ccccc3)CC2)cc1
  7% | -4% | 17% | -2% | -6% | 3%[57.4 µM] | 31%[activator] | -13% | -22%
Cn1c(=O)c2nc3ccccc3nc2n(C)c1=O
  17% | i | 27% | 8% | -12% | 2% | -6% | -9% | -14%
O=C(NCCCNC(=O)c1cccnc1)c1ccc(Cl)cc1
  11% | -7% | 19% | 5% | -6% | -7% | -2% | -7% | -11%
Cc1ccc(Cl)cc1NC(=O)C1CCCN(S(C)(=O)=O)C1 (configuration not stated)
  11% | -8% | 25% | -13% | -6% | -14% | -5% | 2% | -8%
COc1cc(CNc2nc3c(C)cc(C)cc3s2)ccc1O
  -30% | -12% | -18% | -5% | -1% | ? | 2% | -7% | ?
CC1CCCN(S(=O)(=O)c2ccc(C(=O)Nc3nnc(-c4ccccc4Cl)o3)cc2)C1 (configuration not stated)
  7%[57.1 µM] | -3% | 32% | -2% | 2% | -10% | 4% | 21%[11.4 µM] | -5%[11.4 µM]
Cc1cc(=O)n2nc(N3CCCC(C(=O)NCc4ccco4)C3)sc2n1 (configuration not stated)
  -109% | -10% | 17% | -1% | 0% | 4% | 3% | -30% | -7%
COc1ccccc1C(=O)NCCC(=O)NCc1cccs1
  7% | -2% | ? | 10% | 4% | 3% | -2% | -3% | -16%
COc1ccc(/C=N\NC(=O)c2cc3c(ccc4ccccc43)o2)cc1O
  1% | -30% | 22% | 1% | ? | -104% | 2% | 26% | -16%
N#Cc1cc(O)c(-n2nnc3ccccc32)cc1C#N
  -8% | -8% | 36% | -8% | -11% | -19% | 1% | -12% | 0%
C/[N+]([O-])=C\C1C(=O)CCCC1=O
  27%[11.4 µM] | i | -3% | 9% | 4% | ? | 4% | ? | 3%
CCCCS(=O)CC(COCc1ccccc1)OC(=O)CSc1nc(C)cc(C)n1 (configuration not stated)
  10%[57.1 µM] | -6% | 29% | -8% | -2% | 0% | -6% | -21% | 8%
O=C1CC[C@@H](C(=O)N2CSC[C@H]2C(=O)O)N1
  5% | 0% | 36% | -12% | -2% | -4% | -6%&7% | -16% | -7%
COc1cccc(CNC(=O)CN2CCCN(Cc3ccccc3)S2(=O)=O)c1
  13% | -2% | 30% | 2% | -2% | -17% | 0% | 11% | 1%
CCCn1nc(NC(=O)COC)c2cc3cc(C)ccc3nc21
  -7% | 0% | 89%[activator] | 4% | 3% | . | 1% | -3% | 22%
CCCOc1cccc(C2c3c(oc4ccc(F)cc4c3=O)C(=O)N2c2nc(C)c(C(C)=O)s2)c1 (configuration not stated)
  8% | 8% | 15% | 6% | -8% | 1% | 0% | -2% | -10%
CC(C)(C)C(=O)NC(=S)Nc1cc(C(F)(F)F)ccc1N1CCOCC1
  ? | -3% | 22% | 2% | 0% | 35µM* | -10% | ? | -15%
O=C(CN1CCN(S(=O)(=O)c2ccc3c(c2)OCCO3)CC1)Nc1cccc(F)c1
  8% | -8% | 17% | 2% | -3% | -3% | -13% | -14% | -6%
CCC1SC(CC)C(=O)N(CC(=O)Nc2ccc3c(c2)OCO3)C1=O (configuration not stated)
  14% | -2% | 13% | -3% | 0% | 0% | -4% | 0% | -30%
Cc1cccc(-c2nc3c(C#N)c[nH]n3c2NC2CCCCC2)c1
  4% | 2% | 34% | -4% | 1% | 5% | ? | 14% | -8%
CC(Oc1cccc(Cl)c1)C(=O)Nc1cc(=O)n(C)c(=O)n1C (configuration not stated)
  12% | -8% | 37% | -2% | -3% | 0% | 0% | -3% | 1%
CCN(C(=O)COC(=O)c1ccccc1Nc1ccccc1)c1c(N)n(Cc2ccccc2)c(=O)[nH]c1=O
  36% | -1% | 50%[activator] | 7% | 22% | ? | 7% | -12% | -5%
Cc1ccccc1OCC(=O)N(Cc1nc(-c2ccccc2)no1)C(C)C
  -11% | -4% | 50%[activator] | . | 3% | 0% | 2% | -14% | 6%
CCn1c(-c2cccnc2)n[nH]c1=S
  -8% | -9% | 14% | 2% | 1% | -16% | 3% | 0% | 22µM*
Cc1c(CNCC(C)c2ccccc2)c(C(=O)O)c(C)n1Cc1ccccc1 (configuration not stated)
  -12% | 1% | 14% | -10% | -10% | -3% | 5% | 9% | -33%

An excerpt taken from the entries so far, as a working copy:
The line under a structure holds: rTrxR1 inhibitor | PGK inhibitor | HP1b chromo inh | ERG-DNA inh | Pin1 inhibitor | ALOX12 inh | GLS inhibitor | RGS4 inh | JMJD2A Tudor
Cc1ccc(SCCC(=O)NCC2CCCO2)cc1 (configuration not stated)
  2% | -4% | 54%[activator] | 10% | 3% | 77%[activator][57.4 µM] | 0% | -31% | 4%
CCC(=O)Nc1ccc(NC(=O)c2ccc3c(c2)OCO3)cc1
  -1% | -1% | 19% | 5% | 1% | 9% | 10% | -5% | -3%

More compounds follow.
The line under a structure holds: rTrxR1 inhibitor | PGK inhibitor | HP1b chromo inh | ERG-DNA inh | Pin1 inhibitor | ALOX12 inh | GLS inhibitor | RGS4 inh | JMJD2A Tudor
CCOCCCNC(=O)C(c1ccccc1)N(Cc1ccc2c(c1)OCO2)C(=O)c1ccccc1O (configuration not stated)
  12%[57.1 µM] | i | 7% | 3% | 0% | 8% | 2% | 30% | -8%
C[C@@]12CCC3[C@@](CCC4[C@@]3(C)CCC[C@@]4(C)C(=O)N3CCCCC3)(CC1=O)C2 (some centres not stated)
  20% | -4% | 31% | 1% | 1% | 1% | -3% | 20% | -18%
NCCCC[C@@H]1NC(=O)[C@H](CCC(=O)O)NC(=O)c2cc([N+](=O)[O-])cc(I)c2OCC[C@@H](C(N)=O)NC1=O
  -5% | -17% | -7% | -3% | -6% | . | -13% | 14% | ?
CCN1CCN(c2cc(C)c3cc(NC(=O)CCC(=O)N4CCN(c5ccccc5OC)CC4)ccc3n2)CC1
  17% | -4% | -22% | 6% | -3% | 9% | 40%[activator] | 9% | -23%
CN1CCN(C(=O)CSc2nc(-c3cccs3)cc(-c3cccs3)c2C#N)CC1
  -1% | -6% | 20% | -9% | ? | . | 5% | -46% | -14%
Cc1nn(C(C)C(=O)NCCCN(Cc2ccccc2)C(C)C)c(=O)c2c1sc1ccccc12 (configuration not stated)
  471%[activator] | 7% | 60%[activator] | 2% | ? | -12% | 16% | 5% | 23%
CC1=C(C)CC(C(=O)Nc2cccc(Cl)c2)C(C(=O)O)C1 (configuration not stated)
  10% | i | 85%[activator] | 1% | 1% | 0% | 3% | -28% | -13%
O=C(c1ccc(F)cc1F)N(Cc1ccccn1)Cc1ccco1
  -21% | 0% | 23% | 4% | -10% | ? | -1% | -24% | ?
Cc1[nH]c2ccccc2c1SCc1nnc(SCc2ccccc2)n1C
  28%[57.1 µM] | -11% | -17% | 3% | 0% | 81%[activator] | 5% | 23% | -33%
CO/N=C/c1ccc(Oc2ccc([N+](=O)[O-])cc2[N+](=O)[O-])c(OC)c1
  -11% | -7% | ? | 3% | -9% | -16% | -1% | -10% | ?
CCOC(=O)c1ccccc1NC(=O)CSc1nc2ncccc2o1
  13%[57.1 µM] | -7% | -8% | 1% | 2% | -1% | 22% | -13% | -2%
CCOC(=O)C1CCCN(Cc2cn[nH]c2-c2ccc(F)cc2F)C1 (configuration not stated)
  2%[57.1 µM] | -3% | -2% | -10% | -8% | -2% | 9% | -4% | -28%
COc1cccc(OC)c1C(=O)Nc1ccc(S(=O)(=O)Nc2ncccn2)cc1
  30% | -4% | 20% | 13% | 0% | 0% | 1% | 51% | -9%
COC(=O)c1c(NC(=O)CN2CCC3(O)CCCCC3C2c2ccc(OC)cc2OC)sc(C)c1C (configuration not stated)
  ? | -12% | ? | -4% | 22% | ? | 2% | ? | ?

Assay outcomes deposited in PubChem BioAssay by National Center for Advancing Translational Sciences (NCATS).
